Hsp90 Hop PPI = changes Hsp90-Hop TPR2A binding signal, up or down; AlphaScreen TPR2A-His6 binding biotin-Hsp90 C-terminal peptide; Potency, µM (series often up to 57 µM), for inactives: at the highest dose activity change, negative = inhibition; 71,000 tested, 0.44% active; active means well fitted curve in either direction with a large enough effect; inconclusive means small, poorly fitted or top-dose-only effect, or another doubt; further: potency means the concentration at half of the fitted maximal effect; on the % scale 0 is the no-effect control and ±100 the full control effect; many of its hits are not listed in these tables
Pol III holo inh = blocks replication by bacterial DNA polymerase III holoenzyme | reconstituted DNA polymerase III holoenzyme replication, biochemical | 71,000 tested, 0.25% active | AID 603 | Potency, µM (doses to about 57.1 µM), for inactives: at the top dose activity change, negative = inhibition; further: potency means the concentration at half of the fitted maximal effect; on the % scale 0 is the no-effect control and ±100 the full control effect
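Reconstituted *E. coli* holoenzyme (0.35 nM Pol III, 1 nM beta, 154 nM SSB, 2 nM primase) was preincubated with compound for 15 min at RT. Synthesis on 1.4 nM ssM13Gori ran 35 min, then was stopped with PicoGreen/EDTA and read as dsDNA fluorescence.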
FLuc inh = firefly luciferase inhibition. Potency, µM (series often up to 57.1 µM), for the others: at the highest dose activity change, negative = inhibition, hits mostly inhibitors. AID 411. 72,000 tested, 2.2% active. purified firefly luciferase, luminescence, 8 min. P08659; further: potency means the concentration at half of the fitted maximal effect; on the % scale 0 is the no-effect control and ±100 the full control effect; nearly all actives have a fitted effect of over 40% in size
Target sequence (P08659 whole entry, looked up): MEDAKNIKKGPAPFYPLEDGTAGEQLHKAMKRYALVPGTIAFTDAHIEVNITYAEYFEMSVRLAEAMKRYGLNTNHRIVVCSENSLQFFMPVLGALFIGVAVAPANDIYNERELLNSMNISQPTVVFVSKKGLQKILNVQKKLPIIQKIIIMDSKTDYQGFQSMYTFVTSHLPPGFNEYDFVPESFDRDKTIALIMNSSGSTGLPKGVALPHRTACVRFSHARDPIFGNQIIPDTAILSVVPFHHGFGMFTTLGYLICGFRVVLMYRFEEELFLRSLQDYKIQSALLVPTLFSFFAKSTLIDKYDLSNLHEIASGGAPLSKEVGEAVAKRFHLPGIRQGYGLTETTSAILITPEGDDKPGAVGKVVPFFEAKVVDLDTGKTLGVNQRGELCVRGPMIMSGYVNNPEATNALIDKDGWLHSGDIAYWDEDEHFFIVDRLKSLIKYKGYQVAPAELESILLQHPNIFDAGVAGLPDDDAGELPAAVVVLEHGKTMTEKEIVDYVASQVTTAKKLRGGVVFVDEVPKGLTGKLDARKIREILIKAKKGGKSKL
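Substrate buffer containing 10 uM ATP (pH 7.2 imidazole, Mg2+, KCl, detergent, BSA) is dispensed, compound pinned in, then luciferase/luciferin detector mix added. After 8 min at ambient temperature, light output is measured.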
ERK AVP inh = inhibitors of vasopressin-stimulated ERK signaling pathway; Potency, µM (series often up to 57.5 µM), for the others: at the top dose activity, negative = inhibition, hits mostly inhibitors; HEK293-V1b, vasopressin-stimulated pERK AlphaScreen; 72,000 tested, 0.99% active; further: potency means the concentration at half of the fitted maximal effect; on the % scale 0 is the no-effect control and ±100 the full control effect; nearly all actives have a fitted effect of over 55% in size
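Overnight-seeded V1b-HEK293 cells in 1% FBS got compound, then vasopressin (25 nM final, 5 min, 37C), then lysis buffer. AlphaScreen detection of phospho-ERK; activity normalized to basal and full-stimulation controls.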
15-hLO inh = 15-hLO (ALOX15) enzyme inhibition. P16050. purified 15hLO-1, xylenol orange hydroperoxide absorbance. Potency, µM (top dose mostly 57.1 µM), without a hit: at the top dose activity change, negative = inhibition, hits mostly inhibitors. 74,000 tested, 1.4% active. AID 887; further: potency means the concentration at half of the fitted maximal effect; on the % scale 0 is the no-effect control and ±100 the full control effect; nearly all actives have a fitted effect of over 55% in size
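Compounds were preincubated 15 min at room temperature with 40 nM purified human enzyme (25 mM Hepes pH 7.5, 0.01% Triton X-100); 50 uM arachidonic acid reacted 6 min. Fe-xylenol orange detection, 30 min, absorbance ratio 573/405 nm.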
Epigenetic mod = epigenetic GFP locus derepression in mouse cells. mouse C127i GFP locus derepression, cytometry, 30 h. Potency, µM (doses to about 46.1 µM), inactives show at the highest dose GFP derepression (activation). 68,000 tested, 0.09% active. AID 597; further: % of control where 0% means no effect
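Locus derepression in mouse mammary C127i cells whose integrated CMV-GFP reporter is normally silent; GFP expression after 30 h compound treatment was quantified by counting fluorescent cells.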
HBB splice mod = hemoglobin beta splicing modulation. AID 925. HBB splicing reporter cell assay, activation; EGFP reporter with mutant IVS2-654 intron; response scale: normalised to 500 nM splice-correcting PNA. 65,000 tested, 0.06% active. Potency, µM (series often up to 46.1 µM), without a hit: at the highest dose activation, most hits filed as activators; further: potency means the concentration at half of the fitted maximal effect; 0% is about no effect
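Compounds were applied for 2 days to HeLa EGFP-654 cells, 500/well in Optimem with 2% FCS. The reporter's EGFP is disrupted by mis-splicing of beta-globin intron IVS2-654. Readout: summed well GFP fluorescence from 488 nm laser scanning; reference was 500 nM antisense […] 654 PNA.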
CRE Fsk mod = CRE-bla signaling modulation under forskolin stimulation. Potency, µM (highest dose often 38.2 µM), for the others: at the top dose activity change, negative = inhibition, usual class: activators. CHO CRE-bla reporter (cAMP response element driving beta-lactamase), forskolin EC10, beta-lactamase ratio. 71,000 tested, 2.5% active. AID 662; active means well fitted activation curve with a large enough effect in the signal ratio, with a control signal flat, not every such curve was filed as active; inconclusive means small, poorly fitted or top-dose-only effect, or effect the other way, or a change in a side signal; the % refers to the signal ratio; further: potency means the concentration at half of the fitted maximal effect; % of control where 0% means no effect
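Using CellSensor CRE-bla CHO cells in Opti-MEM with 0.5% dialyzed FBS, compounds were titrated with EC10 NKH 477 for 3 h at 37 °C. CCF4 ratio (460/530 nm) gave %Activity; AC50 derived.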
Ub-GFP proteasome = proteasome inhibitors stabilizing ubiquitin-GFP reporter; Ubiquitin-GFP reporter cells, proteasome inhibition, GFP fluorescence; response scale: untreated = 0%, 10 µM MG-132 = 100%; Potency, µM (titrated, usually from 45.9 µM), for inactives: top-dose activation (GFP accumulation), hits mostly activators; AID 526; 67,000 tested, under 10 active; active means well fitted activation curve with a large enough effect, not every such curve was filed as active; inconclusive means small, poorly fitted or top-dose-only effect, or another doubt; inactive means no such curve, though single readings can be large or run the other way; further: potency means the concentration at half of the fitted maximal effect
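GFP accumulation read-out: laser plate cytometry counting ubiquitin(G76V)-GFP-expressing U2OS cells after 4 hr compound exposure at 37 °C. Titrations spanned 46 uM to 2.9 nM; 0% = basal, 100% = 10 uM MG-132; concentration-response curves fitted.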
Tau filament bind = binders of human tau filaments; P10636; recombinant tau filaments, thioflavin S fluorescence, 15 h; filaments grown with octadecylsulfate alongside compound; Potency, µM (series often up to 57.1 µM), for inactives: at the highest dose activity change, negative = inhibition; 71,000 tested, 2% active;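 further: potency means the concentration at half of the fitted maximal effect; on the % scale 0 is the no-effect control and ±100 the full control effect; actives lower thioflavin S fluorescence by blocking filaments or displacing dye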
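Quantitative HTS: thioflavine S signal from ODS-induced tau filaments, excited at 450 nm, emission 510 nm. Conditions: 1 uM tau, 30 uM ODS, 15 h at 37 C, pH 7.4.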
HADH2 inh = HADH2 (human) dehydrogenase inhibition | Potency, µM (titrated, usually from 57.1 µM), for inactives: at the highest dose activity change, negative = inhibition, actives largely listed as inhibitors | Q99714 | 73,000 tested, 3.4% active | recombinant HADH2, NADH fluorescence, beta-hydroxybutyryl-CoA; further: potency means the concentration at half of the fitted maximal effect; on the % scale 0 is the no-effect control and ±100 the full control effect; nearly all actives have a fitted effect of over 60% in size; many of its hits are not listed in these tables
Target sequence (Q99714 whole entry, looked up, one chain of several): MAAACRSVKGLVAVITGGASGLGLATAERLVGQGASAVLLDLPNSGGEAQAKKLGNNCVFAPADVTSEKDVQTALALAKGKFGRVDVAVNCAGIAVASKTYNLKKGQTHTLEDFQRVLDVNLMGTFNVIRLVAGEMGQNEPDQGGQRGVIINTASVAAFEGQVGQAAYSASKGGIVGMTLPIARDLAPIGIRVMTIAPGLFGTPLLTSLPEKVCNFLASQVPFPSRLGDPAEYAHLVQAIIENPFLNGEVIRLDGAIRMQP
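Read-out: 360 nm excitation, 450 nm emission, kinetic over 4 min. Conditions: His-tagged human HADH2 20 nM, pH 9.0 Tris with Tween-20, 1 mM NAD+, 90 uM beta-hydroxybutyryl-CoA.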
The depositor's hits bear a star; ? = inconclusive; / = not tested or not shown; & = joins results of further samples; [ ] = remark or other dose. Unless noted, the call rests on the fitted dose curve; in most records, active means well fitted curve in the direction sought with a large enough effect; inconclusive means small, poorly fitted or top-dose-only effect, or another doubt; inactive means no such curve, though single readings can be large; an effect the other way counts as inactive or inconclusive.

Abbreviations – A = Hsp90 Hop PPI; B = Pol III holo inh; C = FLuc inh; D = ERK AVP inh; E = 15-hLO inh; F = Epigenetic mod; G = HBB splice mod; H = CRE Fsk mod; I = Ub-GFP proteasome; J = Tau filament bind; K = HADH2 inh
CCCNC(=O)C(NS(=O)(=O)c1cccc2nsnc12)c1ccccc1 (centres undefined)
  A: 1%	B: -5%	C: 1%	D: 11%	E: -2%	F: 3%	G: 0.0%	H: 3%	I: -15%	J: 0%	K: -15%
COC(=O)C1C2C=CC3(CN(c4cccc(C)c4)C(=O)C13)O2 (centres undefined)
  A: 5%	B: -8%	C: 1%	D: 33%	E: 0%	F: 4%	G: 2.8%	H: -10%	I: 5%	J: 3%	K: -2%
COc1ccc(C2N(C(=O)c3ccccc3)CCN2C(=O)c2ccccc2)cc1
  A: -4%	B: -6%	C: 1%	D: 22%	E: 5%	F: 1%	G: -1.9%	H: 0%	I: -7%	J: -10%	K: -3%
COC(=O)c1ccc2c(=O)n(CCCCCC(=O)N3CCN(c4ccc(F)cc4)CC3)c(=O)[nH]c2c1
  A: -5%	B: -1%	C: 2%	D: 9%	E: 1%	F: -1%	G: -0.1%	H: 1%	I: 1%	J: -2%	K: 0%
O=C(c1csnn1)N1CCC2(CCCN(c3ccccn3)C2)CC1
  A: -3%	B: 3%	C: 1%[11.4 µM]	D: -18%	E: -3%	F: -7%[9.22 µM]	G: 3.8%	H: -5%	I: -9%	J: 0%	K: 0%
CC(=O)Nc1ccccc1NC(=O)CN(C)S(=O)(=O)c1ccc(C)cc1
  A: 1%	B: 4%	C: -1%	D: 4%	E: 8%	F: 0%	G: 0.9%	H: -5%	I: -1%	J: 3%	K: 3%
O=C(Nc1cccc(C(F)(F)F)c1)C1CCCN1S(=O)(=O)c1cccc2cccnc12 (centres undefined)
  A: 7%	B: -3%	C: 2%	D: 10%	E: -14%	F: 0%	G: -2.4%	H: ?	I: 5%	J: -12%	K: 3%
COc1ccc(Cl)cc1NC(=O)CCN1CCN(c2ccccc2C)CC1
  A: -1%	B: -6%	C: 0%	D: 1%	E: -5%	F: 0%	G: /	H: -4%	I: -2%	J: 1%	K: 7%
CCOC(=O)CSc1nc(CC)nc2ccccc12
  A: -5%	B: -4%	C: 0%	D: -2%	E: 0%	F: 2%	G: /	H: 9%	I: 1%	J: 4%	K: -3%
Cc1ccc(O)c(CC(C)C)n1
  A: 0%	B: 0%	C: 2%	D: -10%	E: -2%	F: 4%	G: 1.3%[1.84 µM]	H: ?	I: -6%	J: -10%	K: -26%
CCOC(=O)c1cnc2c(Cl)c(Cl)ccc2c1N1CCN(C)CC1
  A: -7%	B: -8%	C: 0%	D: ?	E: -21%	F: 0%	G: 2.2%[0.369 µM]	H: ?	I: /	J: ?	K: 5%
Cc1ccc(NC(=O)N2CCC(O)(c3ccc(Cl)cc3)CC2)cc1
  A: -2%	B: -2%	C: 0%	D: -11%	E: -2%	F: -1%	G: -1.3%	H: ?	I: 1%	J: -1%	K: 7%
CCOC(=O)C1CCCN(c2c(N3CCN(c4cccc(Cl)c4)CC3)c(=O)c2=O)C1 (centres undefined)
  A: -3%[2.3 µM]	B: -1%	C: 1%	D: -4%	E: 6%	F: /	G: 0.8%	H: 0%	I: -6%	J: -12%	K: 12%
CCc1ccc(CNc2ccc3c(c2)ncn3C)cc1
  A: -21%	B: 0%	C: -26%	D: 17%	E: 37%[activator]	F: -2%	G: 0.2%	H: ?	I: -10%	J: -19%	K: -26%
CCn1c(SCC(=O)Nc2nccs2)nnc1-c1ccccc1
  A: -4%	B: -3%	C: -1%	D: -7%	E: 3%	F: 0%	G: -0.8%	H: -2%	I: -3%	J: 0%	K: 5%
CC(C)OC(=O)c1ccc(NC(=O)C2C3CC4OC(=O)C2C4C3)cc1 (centres undefined)
  A: -10%	B: 0%	C: -29%	D: -6%	E: 3%	F: 0%	G: -0.5%	H: -3%	I: 1%	J: -1%	K: 0%
CCOc1cc(C2C(C#N)=C(N)Oc3n[nH]c(CC)c32)ccc1OCCN1CCOCC1 (centres undefined)
  A: 1%	B: 0%	C: -2%	D: 1%	E: 1%	F: -1%	G: /	H: -7%	I: -3%	J: 4%	K: -9%
CCOC(=O)c1c(C)n(C)c2ccc(OCC(N)=O)cc12
  A: ?	B: -7%	C: -1%	D: -27%	E: 0%	F: 0%	G: -0.7%	H: ?	I: -22%	J: -8%	K: 108%[activator]
CC(C)=CC(=O)Nc1ccccc1C(N)=O
  A: -3%	B: -1%	C: 1%	D: -7%	E: 8%	F: 0%	G: 2.0%	H: -3%	I: -1%	J: 8%	K: 9%
CCOc1cc(N2CCOCC2)c(OCC)cc1NS(=O)(=O)c1ccc(Cl)s1
  A: -10%	B: 1%	C: 5%	D: 4%	E: -20%	F: -1%	G: -4.0%	H: ?	I: 1%	J: ?	K: 7%
O=C(O)c1ccccc1Nc1ccccc1
  A: 2%	B: -2%	C: -4%	D: 17%&-1%	E: 8%&-4%	F: -1%	G: 2.0%	H: -2%	I: 0%	J: 2%	K: -14%
COc1ccc(/C(CC2(O)C(=O)Nc3ccccc32)=N\O)cc1 (centres undefined)
  A: -1%	B: 3%	C: 0%	D: -7%	E: 2%	F: 0%	G: 4.0%	H: ?	I: 6%	J: 1%	K: 0%
Cc1ccnc(NC(=O)CCC2COc3ccccc3O2)c1 (centres undefined)
  A: -5%	B: -5%	C: -6%	D: 1%	E: -2%	F: 3%	G: 1.3%	H: -21%	I: 2%	J: 3%	K: 0%
C=CCNC(=O)C1CC(=O)N(c2ccc(Br)cc2)C1 (centres undefined)
  A: 0%	B: -7%	C: 3%	D: -5%	E: 3%	F: -2%	G: 1.0%	H: 1%	I: 1%	J: 7%	K: 4%
CCCCCOC(=O)C1=C(C)Nc2nnnn2C1c1ccc(OC)c(OC)c1OC (centres undefined)
  A: -7%	B: -7%	C: 1%	D: 11%	E: -5%	F: -2%	G: 0.2%	H: 8%	I: -1%	J: 9%	K: 1%

3 entries out of the list above, sorted by the number in Tau filament bind, descending.
smiles | Tau filament bind
Cc1ccnc(NC(=O)CCC2COc3ccccc3O2)c1 (centres undefined) | 3%
Cc1ccc(O)c(CC(C)C)n1 | -10%
CCc1ccc(CNc2ccc3c(c2)ncn3C)cc1 | -19%

Other compounds.
Abbreviations – A = Hsp90 Hop PPI; B = Pol III holo inh; C = FLuc inh; D = ERK AVP inh; E = 15-hLO inh; F = Epigenetic mod; G = HBB splice mod; H = CRE Fsk mod; I = Ub-GFP proteasome; J = Tau filament bind; K = HADH2 inh
C=C(C)Cn1c(SCC(=O)O)nc2c1c(=O)[nH]c(=O)n2C
  A: -4%	B: -4%	C: -1%	D: /	E: 4%	F: /	G: -0.5%	H: 1%	I: 0%	J: 2%	K: -1%
c1ccc2c(c1)Cn1c-2nc2ccccc21
  A: 1%	B: -6%	C: 13µM*	D: -3%	E: 2%	F: -2%	G: 1.5%[0.369 µM]	H: 9%	I: /	J: 10%	K: 6%
Cc1cc2n(n1)SC(Nc1ccccc1)N2 (centres undefined)
  A: 0%	B: 3%	C: -3%	D: 2%	E: -27%	F: -2%	G: 2.4%[1.84 µM]	H: ?	I: 2%	J: -14%	K: ?
N#CC1=C(N)SC(N)=C(C#N)C1CCc1ccccc1
  A: -3%	B: 2%	C: -3%	D: 16%	E: ?	F: 1%	G: /	H: -7%	I: -4%	J: 84%	K: -14%
CCNc1nc(N)nc(Oc2ccc(OCCOc3ccc(Cl)cc3Cl)nn2)n1
  A: -4%	B: -2%	C: -2%	D: ?	E: -4%	F: -1%	G: -0.1%	H: 6.3µM*	I: -5%	J: -14%	K: 4%
CCN(CCCc1ccccc1)CCCc1ccccc1
  A: -8%[26 µM]	B: -2%[25.6 µM]	C: 0%&1%[25.5 µM]	D: 13%	E: 9%	F: ?	G: 1.8%[20.6 µM]	H: -12%[17.1 µM]	I: -1%[20.5 µM]	J: -22%[25.6 µM]	K: -6%[25.6 µM]
CCCC(=O)Nc1ccc(-c2nc3cc(C)c(C)cc3o2)cc1
  A: 1%	B: 0%	C: ?	D: 7%	E: -7%	F: 4%	G: -0.9%	H: 2%	I: 7%	J: 358%	K: -2%

Bioassay records as filed in PubChem BioAssay.

A portion of the library; count on the stated rates, not on these rows.
